AmpC no deterg: qHTS Inhibitors of AmpC Beta-Lactamase (assay without detergent); P00811; AmpC nitrocefin hydrolysis, absorbance 480 nm, 0.0001% Triton; Potency, µM (doses to about 57.1 µM), for inactives: at the highest dose activity change, negative = inhibition, hits mostly inhibitors; 0.52% of 330,000 active;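 further: potency means the concentration at half of the fitted maximal effect; plate controls were no compound for no effect and no enzyme for full effect; nearly all actives have a fitted effect of over 20% in size; some results filed as inactive show a strong effect at the top dose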
Target sequence (P00811 whole entry, looked up): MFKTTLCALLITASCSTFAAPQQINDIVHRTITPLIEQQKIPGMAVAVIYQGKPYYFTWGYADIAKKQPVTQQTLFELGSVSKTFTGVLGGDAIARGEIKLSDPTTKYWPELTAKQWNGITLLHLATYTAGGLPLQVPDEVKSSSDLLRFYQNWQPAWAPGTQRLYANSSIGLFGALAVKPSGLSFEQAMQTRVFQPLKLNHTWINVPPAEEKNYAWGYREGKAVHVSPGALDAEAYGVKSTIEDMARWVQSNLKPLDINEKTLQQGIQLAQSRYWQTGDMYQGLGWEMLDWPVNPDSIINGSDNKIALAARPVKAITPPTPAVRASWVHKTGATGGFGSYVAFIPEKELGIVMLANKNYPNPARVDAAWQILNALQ
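20 mM phosphate pH 7.0 + 0.01% (detergent screen) or 0.0001% Triton X-100; 5.3 nM AmpC reagent; cpd preinc 15 min RT; nitrocefin (800 uM stock) to start; A480 q20 s × 4 min; Activity was normalised to no-enzyme and no-compound control wells.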
FBPA Giardia inh: qHTS Assay for Inhibitors of Fructose-1,6-bisphosphate Aldolase from Giardia Lamblia. purified Giardia FBPA. Potency, µM (doses to about 59.6 µM), inactives show at the top dose activity, negative = inhibition, hits mostly inhibitors. 0.71% of 290,000 active. AID 2451, 2010; further: potency means the concentration at half of the fitted maximal effect; nearly all actives have a fitted effect of over 55% in size
Target sequence (A8B2U2 whole entry, looked up): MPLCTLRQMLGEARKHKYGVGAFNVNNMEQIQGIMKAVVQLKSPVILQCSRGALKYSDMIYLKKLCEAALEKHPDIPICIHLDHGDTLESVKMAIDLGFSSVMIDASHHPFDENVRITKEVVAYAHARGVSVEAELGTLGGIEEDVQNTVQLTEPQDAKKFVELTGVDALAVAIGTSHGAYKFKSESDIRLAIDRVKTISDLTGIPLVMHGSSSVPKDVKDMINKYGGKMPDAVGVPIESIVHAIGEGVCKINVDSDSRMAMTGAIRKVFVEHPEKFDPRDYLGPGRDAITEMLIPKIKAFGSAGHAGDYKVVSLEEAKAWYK
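40 nM FBPA preincubated 10 min at RT with compound (up to 57.5 uM final), then substrate plus GAPDH/TPI/NAD/arsenate coupling and diaphorase/resazurin added. Fluorescence read after 20 min at RT, 525/598 nm.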
AmpC inh detg: qHTS Inhibitors of AmpC Beta-Lactamase (assay with detergent) | P00811 | AmpC hydrolysis of nitrocefin, absorbance 480 nm, 0.01% Triton | Potency, µM (top dose mostly 114 µM), for the others: at the top dose activity change, negative = inhibition, usual class: inhibitors | 0.041% of 370,000 active | AID 485294, 2010;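 further: potency means the concentration at half of the fitted maximal effect; 0% = no-compound wells and -100% = no-enzyme wells; nearly all actives have a fitted effect of over 25% in size; some results filed as inactive show a strong effect at the top dose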
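20 mM phosphate pH 7.0 + 0.01% (detergent screen) or 0.0001% Triton X-100; 5.3 nM AmpC reagent; cpd preinc 15 min RT; nitrocefin (800 uM stock) to start; A480 q20 s × 4 min; Activity was normalised to no-enzyme and no-compound control wells.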
Sm TGR inh: qHTS Assay for the Inhibitors of Schistosoma Mansoni Peroxiredoxins; 3% of 360,000 active; Schistosoma mansoni thioredoxin glutathione reductase (TGR), Q962Y6; Potency, µM (highest dose often 114 µM), for the others: top-dose activity change, negative = inhibition, hits mostly inhibitors; purified TGR, DTNB reduction, TNB absorbance 405 nm; AID 485364, 2010; further: potency means the concentration at half of the fitted maximal effect; nearly all actives have a fitted effect of over 60% in size
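Kinetic colorimetric format: TGR-catalysed, NADPH-driven DTNB reduction monitored via TNB absorbance. Enzyme dispensed at 20 nM; compound exposure 15 min at room temperature before reaction start.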
HCV inhibitor: qHTS Assay for Inhibitors of Hepatitis C Virus (HCV); Huh7.5.1 HCVcc-Cre infection, luciferase reporter, 44 h; Potency, µM (highest dose often 41.8 µM), for inactives: top-dose activity change, negative = inhibition, actives largely listed as inhibitors; 3.4% of 340,000 active; further: potency means the concentration at half of the fitted maximal effect
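Infectious HCVcc-Cre (~0.5 moi) was added to cells just after compound, with cells seeded 4 h earlier at 1,000 per well. Luciferase activity after 44 h culture reported infection; substrate was incubated 15 min at room temperature before reading.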
HCMV inh: qHTS Assay for inhibitors of the human cytomegalovirus (HCMV) | activity change, negative = inhibition, % at 57.5 µM | 4.5% of 410,000 active | HFF cells, HCMV-luciferase reporter, 72 h; stronger effect = lower value | AID 1259415, 2018; in the data active means activity change below about -60%; inconclusive means no clear call, values can overlap the other calls; inactive means above about -39%
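Luciferase read-out from HCMV-luciferase-infected HFFs (MOI 1 PFU/cell) 72 h post infection at 37C; compounds added after 16 h cell attachment; activity normalized between buffer-only basal and Salinomycin (10uM) inhibitor controls.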
Starred values were filed as active, the others as inactive; ? = inconclusive; . = no result given; [ ] = remark or other dose. Unless noted, the call rests on the fitted dose curve; in most records, active means well fitted curve in the direction sought with a large enough effect; inconclusive means small, poorly fitted or top-dose-only effect, or another doubt; inactive means no such curve, though single readings can be large; an effect the other way counts as inactive or inconclusive. Unless noted, on the % scale 0 is the no-effect control and ±100 the full control effect. Compounds as they come (roughly 9.9% active in at least one column).

structure | AmpC no deterg | FBPA Giardia inh | AmpC inh detg | Sm TGR inh | HCV inhibitor | HCMV inh
COc1ccc(C(=O)C(OC(=O)CNC(=O)c2ccco2)c2ccccc2)cc1 (centres undefined) | -9.2% | . | -3.1% | 17.8µM* | 10.0% | 19.4
C[C@]12c3[nH]c4ccc(Cl)cc4c3CCN1C(=O)[C@@H](CC(=O)NCCC1=CCCCC1)C[C@@H]2C(=O)N1CCCCC1 | -11.0% | . | . | . | 0.4% | -4.8
CCOC(=O)CN(C(=O)CNC(=O)c1ccco1)C(C(=O)NC1CCCCC1)c1cccnc1 (centres undefined) | -5.4% | 6.3% | -7.1% | -9.4% | 17.3% | -17.5
CC(C)(C)c1nnc(NC(=O)Cc2ccc(Br)cc2)s1 | -18.0% | -5.6% | -0.4% | 0.5% | 5.7% | -28.4
CCCN1CCN(C(=O)C2CCN(S(=O)(=O)c3c(C)noc3/C=C/c3ccc(C)cc3)CC2)CC1 | 218.6%[activator] | . | 0.7% | -3.9% | ? | -3.9
CCCCN=C1CC(C)(C)CC(=O)/C1=C(/O)CCCN1C(=O)c2ccccc2C1=O | 129.0%[activator] | -1.3% | -0.5% | 7.3% | -9.7% | 3.7
C=CCOc1cccc(C2C(C(=O)c3ccc(C)o3)=C(O)C(=O)N2c2nccs2)c1 (centres undefined) | -50.5% | -7.2% | 1.5% | ? | 24.3% | -16.3
Cc1ccc(C(=O)C2C(=O)c3ccccc3C2=O)cc1 | -26.4% | -1.8% | 3.7% | 4.0% | -15.8% | 5.7
O=C(CN1C(=O)NC2(CCCC2)C1=O)Nc1cc(Cl)ccc1N1CCCCC1 | 40.0% | . | 1.8% | 0.2% | 5.4% | -15.8
COc1ccc(C(c2nnnn2C(C)(C)C)N2CCN(C)CC2)cc1OC (centres undefined) | -1.0% | 2.1% | ? | -64.1% | 17.4% | -11.1
Cc1ccc2c(CSc3nc4ccccc4c(=O)n3CCCO)cc(=O)oc2c1C | 82.6%[activator] | -6.5% | 6.3% | 2.7% | ? | -18.1
CCOC(=O)C1=C(CS(=O)(=O)c2ccc(C)c(C)c2)NC(=O)NC1c1ccccc1OCC (centres undefined) | . | . | 4.4% | -13.5% | . | -28.3

Record cards, from the list above. Screens in order: AmpC no deterg	FBPA Giardia inh	AmpC inh detg	Sm TGR inh	HCV inhibitor	HCMV inh
Profile of Cc1ccc(C(=O)C2C(=O)c3ccccc3C2=O)cc1 : -26.4%	-1.8%	3.7%	4.0%	-15.8%	5.7
Profile of CC(C)(C)c1nnc(NC(=O)Cc2ccc(Br)cc2)s1 : -18.0%	-5.6%	-0.4%	0.5%	5.7%	-28.4
Profile of CCOC(=O)CN(C(=O)CNC(=O)c1ccco1)C(C(=O)NC1CCCCC1)c1cccnc1 (centres undefined) : -5.4%	6.3%	-7.1%	-9.4%	17.3%	-17.5
Profile of COc1ccc(C(c2nnnn2C(C)(C)C)N2CCN(C)CC2)cc1OC (centres undefined) : -1.0%	2.1%	?	-64.1%	17.4%	-11.1

(next part)
structure | AmpC no deterg | FBPA Giardia inh | AmpC inh detg | Sm TGR inh | HCV inhibitor | HCMV inh
CS(=O)(=O)N(CC(=O)NCC1CCCO1)c1ccc(Cl)c(Cl)c1 (centres undefined) | -8.1% | 0.3% | ? | -17.1% | 6.0% | 48.5
NC(=O)CC(NC(=O)Cc1ccc(Br)cc1)c1ccc(NCCc2cccc(F)c2)c([N+](=O)[O-])c1 (centres undefined) | -57.0% | -0.6% | -1.4% | -1.6% | -20.9% | -19.5
Cc1oc2ccc(OCc3ccc(F)cc3)cc2c1C(=O)O | -16.6% | -7.1% | -8.8% | 3.5% | 0.4% | -4.3
CCN(CC)S(=O)(=O)c1ccc2c(c1)N(CC(=O)NCc1ccccn1)C(=O)CO2 | -7.2% | 3.6% | 2.1% | 7.0% | 10.4% | -16.0
Cc1cc(Cl)ccc1OCC(=O)NCCCN1CCOCC1 | 9.7% | 8.6% | -11.6% | -3.3% | 5.0% | -28.3
CC(=O)c1ccc(-c2ccc(C(=O)NC3CC(C)(C)NC(C)(C)C3)o2)cc1 | ? | . | -14.8% | ? | ? | 3.9
CCN(C(=O)COC(=O)C1CC1)c1c(N)n(Cc2ccccc2)c(=O)[nH]c1=O | -13.5% | . | ? | -17.3% | ? | 16.3
COc1cc(NC(=O)COC(=O)c2cnc(C)cn2)c(C)cc1[N+](=O)[O-] | -17.4% | -0.1% | 1.9% | 62.3%[activator] | 13.6% | -8.4
COCCN(C(=S)Nc1ccc(C(C)C)cc1)C(C)c1cccs1 (centres undefined) | -24.6% | 0.1% | -4.8% | -2.0% | ? | -9.9
COc1ccc(-c2nc(C)ncc2N=Nc2ccccc2)cc1 | 61.3%[activator] | 4.0% | -9.1% | 13.6% | 31.6µM* | -35.0
CCCS(=O)(=O)N1CCCC(C(=O)c2ccccc2OC)C1 (centres undefined) | 22.8% | -0.4% | 6.2% | 1.0% | 9.9% | -15.3
CCOC(=O)Cc1csc(NS(=O)(=O)Cc2ccccc2)n1 | -33.1% | -2.9% | ? | -9.7% | 3.2% | 4.4

Further compounds.
structure | AmpC no deterg | FBPA Giardia inh | AmpC inh detg | Sm TGR inh | HCV inhibitor | HCMV inh
COc1ccc(NC(=O)C2CCCN2S(=O)(=O)c2cccs2)c([N+](=O)[O-])c1 (centres undefined) | -12.7% | . | -10.6% | 1.8% | ? | -31.3
CSc1ccccc1NC(=O)Nc1ccccc1 | -21.9% | -9.5% | -1.1% | -19.0% | -12.4% | -0.8
CC(=O)c1cccc(N(C(=O)c2ccco2)C(C(=O)NC2CCCC2)c2ccncc2)c1 (centres undefined) | -12.4% | 9.7% | -13.8% | 0.0% | 22.1% | -25.6
CCCCNC(=O)C(C#N)c1nc2ccccc2nc1N1CCN(c2ccccc2F)CC1 (centres undefined) | -17.4% | -6.3% | 3.7% | -9.2% | 11.0% | 52.1
Cc1nnc(NC(=O)c2oc3ccccc3c2C)s1 | -9.3% | . | -11.4% | 1.6% | -2.3% | 122.9
COc1cc(NC(=O)CN2C(=O)C(c3ccc(C)cc3)=NC23CCCCCC3)cc(OC)c1 | . | . | 18.5% | -4.6% | . | -27.6
Cc1ccc(CNC(=O)c2cnn3c(C)c(Cc4c(F)cccc4Cl)c(C)nc23)cc1 | . | . | 4.3% | 8.0% | . | -2.5
CCN1CNC(=S)N(CCc2ccccc2)C1 | -6.1% | 2.0% | -8.3% | -9.5% | 14.1% | 31.8
O=C1NN(c2ccc(Cl)c(Cl)c2)C(=O)/C1=C/c1ccc(-c2ccccc2C(=O)O)o1 | -44.2% | 19.4% | -2.8% | 0.0% | 7.0% | ?
CC(C)Cn1c(O)c(/C=C2\C=NN=C2c2ccccc2)sc1=S | -29.3% | -10.0% | -13.2% | 1.7% | ? | -33.2
Cc1cc2nnc(SCC(=O)OC(C)C)n2c2ccccc12 | 16.1% | -9.9% | -2.8% | 3.2% | -3.5% | -7.5
CC(C)(C)c1ccc(OCCC(=O)Nc2cccc(S(=O)(=O)N3CCCCC3)c2)cc1 | -15.7% | -7.2% | -0.2% | 6.7% | ? | ?

Next results.
structure | AmpC no deterg | FBPA Giardia inh | AmpC inh detg | Sm TGR inh | HCV inhibitor | HCMV inh
CCOc1cc(CNCCc2ccccc2F)ccc1OC | 0.5% | -10.4% | 5.1% | -3.5% | -5.2% | ?
CC(C)(C)NC(=O)NC(=O)C[n+]1ccc(Cc2ccc([N+](=O)[O-])cc2)cc1 | 14.8% | ? | 0.6% | -25.3% | 5.7% | ?
CCCCN(CC)CCNC(=O)C1c2cc(OC)c(OC)cc2C(=O)N2CCc3ccccc3C12 (centres undefined) | 34.4% | -3.6% | -3.9% | 0.6% | 0.2% | 7.6
Nc1nc(SC2c3cccc4cccc(c34)C2NS(=O)(=O)c2ccccc2)n[nH]1 (centres undefined) | -32.4% | -3.8% | -10.3% | 0.4% | 0.8% | 38.0
COc1ccc(CN(C(=O)c2ccco2)C2CC(C)N(C)CC2C)cc1 (centres undefined) | -3.2% | 3.5% | -5.7% | -2.3% | -6.9% | 33.8
CC(C)(C)C1CCc2c(sc(NC(=O)c3ccc(Cl)cc3)c2C(=O)NCc2ccco2)C1 (centres undefined) | . | . | 11.1% | 2.1% | . | 2.1
O=C(c1ccc(NS(=O)(=O)c2ccccc2)cc1)N1CCOCC1 | 0.0% | -7.8% | -10.5% | -5.5% | 24.0% | 0.7
COC(=O)c1ccc(N2CCOCC2)c(F)c1 | -5.3% | 1.2% | ? | 10.0% | 10.3% | -25.6
O=C(CC(c1ccccc1)c1ccccc1)NCCOCc1ccccc1 | 39.1% | -3.3% | ? | 8.2% | -20.7% | 11.4
CSc1ccccc1C(=O)C1CCCN(C(=O)c2ccc(N3CCOCC3)cc2)C1 (centres undefined) | 58.7% | 3.8% | -5.6% | -3.4% | ? | 0.0
COc1ccc(NC(=O)CSc2nc3c(oc4ccccc43)c(=O)n2-c2ccccc2)cc1OC | . | . | 10.6% | 24.5% | . | -22.0
CC(C)Oc1ccccc1C1Nc2ccccc2C(=O)N1c1ccc2c(c1)OCCO2 (centres undefined) | -37.7% | 2.3% | -9.9% | 1.9% | -44.2% | 1.5

The results go on.
structure | AmpC no deterg | FBPA Giardia inh | AmpC inh detg | Sm TGR inh | HCV inhibitor | HCMV inh
CCCCN(C(C)=O)c1ccc(S(=O)(=O)NC2=NCCCCC2)cc1NC(C)=O | -11.5% | . | . | . | 1.5% | 37.4
CC(C)(C)c1cc(C(=O)C[n+]2ccc(C(=O)NCCCO)cc2)cc(C(C)(C)C)c1O | 174.4%[activator] | -0.2% | -3.9% | 7.0% | ? | -18.5
Cc1[nH][nH]c(=O)c1C(c1ccc(Cl)cc1)c1c(C)[nH][nH]c1=O | -23.0% | -11.6% | -1.3% | ? | 23.5% | 2.2
CC(=O)c1nn(-c2ccccc2)cc1C(=O)c1cccc(Br)c1 | -11.3% | 2.0% | -13.3% | -12.2% | -24.1% | -34.3
CCOC(=O)c1cccc(NS(=O)(=O)c2c(C)nc3sc(C)cn3c2=O)c1 | . | . | -1.7% | 7.5% | . | -12.9
O=C(OCc1cc([N+](=O)[O-])cc2c1OCOC2)c1cccnc1SC(F)F | -6.2% | . | 0.0% | -4.2% | 1µM* | 4.9
CCOC(=O)C1(Cc2cccc(Cl)c2)CCCN(C(=O)C2CC2)C1 (centres undefined) | 47.3% | -2.2% | -0.8% | -3.3% | -14.8% | -20.7
Nc1cc(=O)[nH]c(SC/C=C/c2ccccc2)n1 | -38.1% | 0.1% | -7.1% | -12.0% | -16.6% | -1.5
O=C(Nc1ccccc1)c1nccn1Cc1ccc(F)cc1 | -40.6% | -9.6% | -11.5% | -0.3% | ? | -27.3
O=C(CN1CCCCCC1)Nc1ccccc1Cl | -1.3% | 6.2% | 2.6% | -1.6% | 7.2% | -30.4
CCC1COCCS(=O)(=O)N1Cc1ccccc1 (centres undefined) | 106.6%[activator] | -1.1% | -13.6% | 8.7% | 0.3% | -21.3
Cc1c(Cl)cccc1NC(=S)NCC(O)c1ccccc1 (centres undefined) | -38.2% | 0.1% | -12.3% | -3.9% | 10.7% | -10.6

Screens (PubChem)
